# Yeast lifespan up = yeast lifespan extension; S. cerevisiae growth with nicotinamide, OD615; deaD strain in restrictive glucose medium; inhibition of the nicotinamide effect, % at 10 µM; 130,000 compounds, 0.68% hits;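 active = inhibition above a set limit, placed 3 SD over the median of all compounds, cut at about 26% in these data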;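 also: 0% = nicotinamide-treated wells and 100% = cells grown without nicotinamide; some compounds called inactive have numbers as strong as hits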
#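 assay system = DeaD-strain S. cerevisiae | buffer or medium = restrictive glucose medium | reagent = 1.5 mM nicotinamide | compound = 10 µM single point, 0.25% DMSO | incubation = 48 h compound exposure at 30 °C, humidified | signal = OD615 measurement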
# E-sel TNF inh = blocks E-selectin expression induced by TNF alpha. HUVEC TNFa-induced E-selectin immunofluorescence, high content. inhibition, % at 2 µM. 120,000 compounds, 0.71% hits;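 active = inhibition above the batch mean plus 3 SD, and confirmed as a hit on visual image review, cut at about 43% in these data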;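 also: 0% = TNF-stimulated DMSO wells and 100% = unstimulated control wells; not every result past the cut was called active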
# MRP1 act = activates MRP-1. H69AR cells + doxorubicin, viability rescue, CellTiter-Glo. viability increase, % at 10 µM. 140,000 compounds, 0.61% hits. AID 799;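 active = viability gain under doxorubicin at or above a set limit, the compound median plus 3 SD, cut at about 4.7% in these data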;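 also: MRP-1 overexpressing cells given doxorubicin 25 µM after compound pretreatment; 18-22 h compound pretreatment then 72 h with doxorubicin before readout; 0% = doxorubicin-only wells and 100% = vehicle-treated cells without doxorubicin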
# NPY Y2 blocker = blocks the human neuropeptide Y Y2 receptor. NPY-Y2 expressing cells, antagonist mode. inhibition, % at 2.7 µM. 140,000 compounds, 0.99% hits; in the data active = inhibition above about 17%;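 also: 0% = vehicle with agonist challenge and 100% = reference antagonist with challenge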
# Target sequence (P49146 whole entry, looked up): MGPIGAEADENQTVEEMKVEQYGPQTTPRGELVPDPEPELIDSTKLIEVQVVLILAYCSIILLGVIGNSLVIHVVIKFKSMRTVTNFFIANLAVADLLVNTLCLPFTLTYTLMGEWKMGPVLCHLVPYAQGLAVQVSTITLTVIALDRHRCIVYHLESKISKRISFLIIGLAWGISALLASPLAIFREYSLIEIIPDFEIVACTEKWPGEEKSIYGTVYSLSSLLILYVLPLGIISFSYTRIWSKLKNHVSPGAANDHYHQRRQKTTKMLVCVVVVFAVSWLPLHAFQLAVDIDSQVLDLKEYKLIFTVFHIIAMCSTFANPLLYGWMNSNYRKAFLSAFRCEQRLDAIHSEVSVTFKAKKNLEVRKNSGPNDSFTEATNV
# HCT116 PTEN-null = suppresses growth of cells with PTEN deletion. viability, % at 10 µM. 140,000 compounds, 1.2% hits. HCT116 PTEN-null viability, CellTiter-Glo, 60 h; active compounds read low. AID 827;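 active = viability at or below a set limit, 4 SD under the median of all tested compounds, cut at about 3.7% in these data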;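 also: PTEN knockout HCT116 line with beta catenin targeted HCT116 as companion control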
# Measles CPE = protection of cells from measles virus; AID 841; 140,000 compounds, 1.5% hits; Measles virus-infected cells, CPE protection, absorbance; protection (pct of control), % at 4 µM; in the data active = protection mostly above about 24%, no sharp cut-off; inactive = mostly below about 26%; also: some compounds called inactive have numbers as strong as hits
# BB579 growth dn = yeast BB579 growth reduction in restrictive medium; inhibition, % at 10 µM; 140,000 compounds, 0.51% hits; AID 804; S. cerevisiae BB579 growth, OD615, 48 h;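 active = inhibition above a set limit, 3 SD over the mean compound inhibition, cut at about 44% in these data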; also: inactives centre near -24
#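 System: DeaD yeast strain BB579; buffer or medium: CSMM-D dextrose restrictive medium; technique: OD at 615 nm; schedule: 4 h cell preincubation, 48 h compound exposure, 30 °C humidified; doses: single 10 µM dose; controls: amphotericin B 10 µg/mL, positive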
# bCat KO growth = beta-catenin-lacking colon tumor cell growth suppression | viability, % at 10 µM | AID 818 | 140,000 compounds, 1.5% hits | HCT116 beta-catenin knockout viability, CellTiter-Glo, 60 h; active compounds read low;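 active = viability at or under a set limit, the compound median less 4 SD, cut at about 6% in these data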;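 also: 0% = Hyamine 1622 control at 20 µM and 100% = untreated cell control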
# Phagocyt inh = macrophage phagocytosis inhibition | J774A.1 macrophage IgG-bead phagocytosis, imaging | inhibition, % at 5 µM | 110,000 compounds, 0.07% hits | AID 1029;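 active = inhibition above the mean of the plate negative controls plus 5 SD, cut at about 13% in these data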;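 also: phagocytic index as fraction of beads internalized from green versus red external bead signal; plate controls were DMSO negative control for no effect and cytochalasin-D positive control for full effect; some results beyond the cut were filed as inactive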
# GALR2 blocker = blocks the human galanin receptor 2. O43603. 140,000 compounds, 0.39% hits. inhibition, % at 4 µM. GALR2-expressing cells, antagonist mode; in the data active = inhibition above about 27%;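 also: cells stimulated with galanin 1-16 at roughly its EC80; 0% = agonist challenge control and 100% = basal control without agonist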
# Target sequence (O43603 whole entry, looked up): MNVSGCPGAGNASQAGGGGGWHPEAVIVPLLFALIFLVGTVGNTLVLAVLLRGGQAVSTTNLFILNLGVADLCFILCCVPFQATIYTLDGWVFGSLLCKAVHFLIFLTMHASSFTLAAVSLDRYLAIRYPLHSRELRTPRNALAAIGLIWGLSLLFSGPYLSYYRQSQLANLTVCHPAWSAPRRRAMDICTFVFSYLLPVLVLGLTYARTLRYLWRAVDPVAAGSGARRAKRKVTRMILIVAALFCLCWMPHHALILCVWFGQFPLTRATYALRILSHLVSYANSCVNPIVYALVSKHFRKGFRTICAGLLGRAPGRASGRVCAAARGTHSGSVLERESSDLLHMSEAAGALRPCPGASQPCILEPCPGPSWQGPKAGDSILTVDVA
# Active calls of the source: *; / = no result given. Not all compounds are listed; the hit share may differ from the screen's.
SMILES,Yeast lifespan up,E-sel TNF inh,MRP1 act,NPY Y2 blocker,HCT116 PTEN-null,Measles CPE,BB579 growth dn,bCat KO growth,Phagocyt inh,GALR2 blocker
C=CCN1C(=O)C2(C(C(=O)OCC)=C(N)Oc3ccccc32)c2c1c1ccccc1oc2=O (stereo unspecified),-1,12,-1.1,0,90,16,-11,87,-3,1
CCC12CN3CCN(CC(C3)/C1=N\O)C2,1,22,-0.2,0,109,8,-4,92,0,-3
Cn1c2ccccc2c2c(C(=O)N3CCC4(CC3)OCCO4)cn(C3CCCCC3)c(=O)c21,-26,4,-3.2,4,80,8,11,75,-1,-2
CCn1c(=O)cc(SCC(=O)N2CCC3(CC2)OCCO3)c2ccccc21,-1,7,-0.5,2,72,6,-11,81,-2,5
CN(C)C(Cc1ccccc1)C(=O)c1ccccc1 (stereo unspecified),6,/,-0.9,5,98,9,-13,84,-1,-3
O=C(c1ccc(Cl)cc1)C12CN3CN(CN(C3)C1)C2,-3,23,0.9,0,102,6,-54,104,0,0
CCCCn1c(NC(=O)c2ccc(Br)o2)c(C(=O)OCC)c2nc3ccccc3nc21,6,-5,-3.3,-1,90,2,-19,82,-2,1
CC(C)C/C(=N/O)c1c[nH]c2ccccc12,-19,/,-3.0,0,69,8,-53,82,0,8
CCC(C)n1c(O)c(C(c2ccccn2)c2c(O)n(C(C)CC)c(=S)[nH]c2=O)c(=O)[nH]c1=S (stereo unspecified),9,-19,-1.6,4,106,5,34,94,-1,3
O=C1NC(=O)N(c2ccc3c(c2)OCO3)C(=O)/C1=C\c1ccc(N2CCCCC2)o1,-3,3,0.6,-1,80,2,-4,80,-4,-4
CN(C)c1ccc(NC(=O)CN2C(=O)CN=C(c3ccccc3)c3ccccc32)cc1,-19,-5,3.4,-1,80,9,-46,88,0,-4
O=C(Nc1cccc(C(F)(F)F)c1)c1cccn(Cc2ccc3c(c2)OC(F)(F)O3)c1=O,-13,-4,0.5,11,95,4,-72,92,/,14
Cc1ccc(-n2nc(C)c3c2NC(=O)CSC3c2ccc3c(c2)OCO3)cc1 (stereo unspecified),-2,1,0.5,0,96,/,-55,89,-1,19
CC(=NCCN1CCOCC1)c1c(O)n(C2CCCCC2)c(=O)[nH]c1=O,-4,21,-2.3,1,110,3,-17,103,1,-10
CC(C)(C)c1nc(NCc2ccc3c(c2)OCO3)c2nnn(Cc3ccccc3Cl)c2n1,/,17,0.2,6,97,4,-29,90,/,9
COc1ccc(OCC(=O)N2CCN(C3CCC(c4ccccc4)CC3)CC2)cc1 (stereo unspecified),-1,/,2.3,4,78,9,-8,75,-3,1
O=C(CSC1c2ccccc2-c2ccccc21)N/N=C/c1ccccc1O,10,18,-2.7,5,12,3,-35,9,/,0
COc1ccc(C2=NCc3nnc(C)n3-c3ccc(Cl)cc32)cc1Cl,/,-5,-4.0,6,42,9,-17,50,/,6
Cn1c(O)c(C=NCc2ccco2)c(=O)n(C)c1=O,-5,-5,-1.3,0,105,14,-60,100,0,6
C=CCn1c(O)c(C=NCCN(C)C)c(=O)[nH]c1=O,-8,2,0.7,2,96,1,-21,96,/,7
O=C1C2CCCC1C(N1CCCC1)CC2 (stereo unspecified),2,8,-1.5,1,95,2,-56,102,5,-14
CCc1ccc(N2C(=O)NC(=O)C(Cc3ccc(OC)cc3OC)C2=O)cc1 (stereo unspecified),-6,-2,-2.2,4,86,5,-34,86,1,-4
COc1ccc(C2SCC(=O)Nc3c2c(C)nn3C2CCOC(C)(C)C2)cc1 (stereo unspecified),-20,/,-0.7,1,88,5,-45,100,/,7
CCC(=NCCCN(C)C)c1c(O)n(-c2ccc(OC)cc2)c(=O)[nH]c1=O,1,/,0.3,4,95,15,-15,85,0,-6
Cc1ccc(C2C(S(C)(=O)=O)=C(O)C(=O)N2c2ccccc2)cc1 (stereo unspecified) (tested in a mixture with another compound),2,/,-0.3,0,98,3,-25,99,/,-10
CCN(CC)CCNC(=O)c1c(O)c2ccccc2n(Cc2ccccc2)c1=O,-2,-13,-4.6,5,64,1,15,49,1,2
CCC(=NCc1ccco1)c1c(O)n(C2CCCCC2)c(=O)[nH]c1=O,40,8,-0.8,1,89,18,-34,88,0,-15
O=P(OCC(F)(F)C(F)F)(N1CCOCC1)N1CCOCC1,-4,/,-0.1,0,34,15,-44,29,-1,-1
CCOC(=O)c1c(C)[nH]c(C(=O)C(Cc2ccccc2)N(C)C)c1C (stereo unspecified),1,-1,0.7,3,108,13,-46,94,0,3
Cc1nc2ccccc2c(=O)n1-c1ccccn1,-6,/,0.1,-2,100,3,-24,88,2,4
O=C(c1cc2nc(-c3ccccc3)cc(-c3ccccc3)n2n1)N1CCC2(CC1)OCCO2,-21,9,-2.9,2,58,6,-17,72,-1,-13
CN1C(=O)NC(=O)C2(Cc3ccccc3N3CCOCC32)C1=O (stereo unspecified),-7,17,-1.2,2,100,/,5,109,-3,-21
Cc1cccc(CNCCc2ccccc2)n1,0,21,-2.7,0,91,6,-16,91,/,3
CN(C(=O)Oc1ccc(C(=O)c2ccc(Cl)cc2)cc1)c1ccccc1,5,-2,-1.2,5,91,10,-25,91,/,3
O=c1[nH]c(=S)n(Cc2ccco2)c(O)c1C=NCc1cccs1,2,9,-0.6,2,96,2,-44,94,-1,-4
CCOCCCN=Cc1c(O)n(Cc2ccccc2)c(=O)[nH]c1=O,-8,35,-1.9,2,99,12,0,106,-1,5
O=C(COc1ccc(Cl)cc1Cl)N1CCN(C/C=C/c2ccccc2)CC1,-23,10,-1.6,4,62,9,-46,59,0,-7
CCCCn1c(O)c(C(C)=NCCCn2ccnc2)c(=O)[nH]c1=O,-3,22,-2.4,-2,106,3,-14,104,-2,7
CCOC(=O)C1=C(N)Oc2cc(C)oc(=O)c2C12C(=O)N1c3c(cc(OC)cc32)C(C)=CC1(C)C (stereo unspecified),-2,/,-1.6,4,43,4,-44,60,2,-5
O=c1[nH]c(=S)[nH]c(O)c1CN1CCCCC1,7,/,1.7,2,92,12,-36,95,-1,2
O=C(Cc1ccccc1)Oc1cccc(N2C(=O)CCC2=O)c1,-1,/,-2.1,2,91,40,-15,101,/,-11
Cc1cccc(CS(=O)(=O)Cc2ccc(C(=O)N3CCC4(CC3)OCCO4)o2)c1,-7,-45,-0.8,1,94,26,5,95,-3,5
CC12CN3CC(C)(CN(C1)C3c1cccnc1)C2=O (stereo unspecified),-3,/,-0.5,3,102,4,-15,106,-1,-1
O=c1[nH]c(=O)n(Cc2ccc(F)cc2)c(O)c1C=NCCCN1CCOCC1,-3,2,0.7,1,103,6,-60,91,-4,2
O=c1c2cc([N+](=O)[O-])ccc2nc(CN2CCOCC2)n1-c1ccccc1F,-5,/,-2.2,8,81,2,-18,106,0,-5
O=c1[nH]c(=O)n(CCC2=CCCCC2)c(O)c1C=Nc1cccc(F)c1,-14,1,-2.7,1,95,8,-30,90,/,4
CCCCSP1(=S)NCCCO1 (stereo unspecified),-11,/,-2.2,1,83,3,3,71,-1,-2
Cc1ccccc1-n1c(O)c(/C=N/c2nccs2)c(=O)[nH]c1=O,4,-4,-1.1,1,100,3,-4,97,6,8
COc1ccc2nc(NC3=NCCN3)sc2c1,-4,/,-0.5,-2,95,18,17,92,-1,8
c1ccc2c(NC3=NCCS3)cccc2c1,-7,-10,-3.8,9,91,36,-29,92,-2,-3
CC(c1ccccc1)n1cncc1C(=O)N1CCCC1=O (stereo unspecified),-18,30,-0.3,4,98,7,-8,110,-1,10
CC(=O)C1(c2ccccc2)CCNCC1,2,-5,-1.1,2,104,16,-16,96,/,-8
CN(C)CC#CCC(O)(c1ccccc1)C1CCCC1 (stereo unspecified),28,-20,-1.2,4,113,16,-46,99,-2,-11
CC(C)C(=O)N1CCN(CCN=Cc2c(O)n(C)c(=O)n(C)c2=O)CC1,-9,3,1.8,1,93,6,-10,94,/,-1
Cc1ccc(OCC(=O)N2CCN(CC3CC4C=CC3C4)CC2)cc1 (stereo unspecified),-8,26,-0.8,7,92,14,18,83,0,-2
Cc1ccc(C2CC(=O)C(C=NCCN3CCN(C(=O)Cc4ccccc4)CC3)=C(O)C2)cc1 (stereo unspecified),47,-8,-0.6,7,94,4,-34,106,/,3
Cc1c(N=Cc2c(O)n(Cc3ccco3)c(=O)[nH]c2=O)c(=O)n(-c2ccccc2)n1C,-10,-51,-1.7,2,102,4,-43,90,-1,7
CC(C)c1cccc(C(C)C)c1OCCn1ccnc1,-4,/,-4.0,2,87,5,-34,99,0,-6
CN(C)[C@@H]1C(=O)C(C(N)=O)=C(O)[C@@]2(O)C(=O)C3=C(O)c4c(O)cccc4[C@@](C)(O)[C@H]3[C@H](O)[C@@H]12,2,/,0.0,2,96,39,-24,93,/,13
O=c1[nH]c(=O)n(C2CCCCC2)c(O)c1C1NCCc2ccccc21 (stereo unspecified),19,/,-1.0,2,102,19,-51,97,1,8
# Later entries:
SMILES,Yeast lifespan up,E-sel TNF inh,MRP1 act,NPY Y2 blocker,HCT116 PTEN-null,Measles CPE,BB579 growth dn,bCat KO growth,Phagocyt inh,GALR2 blocker
OC(C#CCN1CCOCC1)(c1ccccc1)C1CCCC1 (stereo unspecified),/,-10,-0.8,3,102,26,-33,99,/,6
O=C(CNS(=O)(=O)c1ccc(Br)s1)N1CCC2(CC1)OCCO2,-7,0,-0.9,3,107,9,-19,94,/,-7
O=C(CN1CCOCC1)c1cccc2ccccc12,7,25,-4.0,1,90,5,-22,92,-2,5
COc1ccc(OC)c(C(O)C(C)N)c1 (stereo unspecified),9,/,0.0,2,104,25,-65,90,/,3
CCOC(C(=O)OCCC[N+](C)(CC)CC)(c1ccccc1)c1ccccc1,-8,-12,-0.9,-1,112,11,-17,93,/,2
O=C(C(Cc1ccccc1)NS(=O)(=O)c1cccc2nsnc12)N1CCC2(CC1)OCCO2 (stereo unspecified),-11,4,-3.5,1,79,4,-40,91,-2,4
C=CCN1C(=O)NC(=O)/C(=C/c2cccn2C)C1=O,-3,17,-1.9,0,103,6,-51,85,/,10
Nc1ccccc1C(=O)c1ccccc1,-10,-4,1.6,2,102,16,-14,94,1,9
O=C(COc1ccc(Cl)cc1)N1CCN(C/C=C/c2ccccc2)CC1,3,23,-2.1,2,66,21,-40,68,/,-10
COc1cccc(-n2c(C)nc3ccccc3c2=O)c1,-6,27,-1.5,1,111,8,-13,92,2,16
Cc1c(C(=O)N2CCC3(CC2)OCCO3)oc2ccc(S(=O)(=O)N3CCCCC3)cc12,1,-5,-1.6,2,90,10,-3,90,-4,-2

# Reformatted with two lines to a compound: three of the compounds above.
# Under each structure – Yeast lifespan up, E-sel TNF inh, MRP1 act, NPY Y2 blocker, HCT116 PTEN-null, Measles CPE, BB579 growth dn, bCat KO growth, Phagocyt inh, GALR2 blocker
CCOC(C(=O)OCCC[N+](C)(CC)CC)(c1ccccc1)c1ccccc1
    -8, -12, -0.9, -1, 112, 11, -17, 93, /, 2
O=C(C(Cc1ccccc1)NS(=O)(=O)c1cccc2nsnc12)N1CCC2(CC1)OCCO2 (stereo unspecified)
    -11, 4, -3.5, 1, 79, 4, -40, 91, -2, 4
C=CCN1C(=O)NC(=O)/C(=C/c2cccn2C)C1=O
    -3, 17, -1.9, 0, 103, 6, -51, 85, /, 10

# Assay outcomes deposited in PubChem by several laboratories.
